aSyn rescue: rescues yeast growth from alpha-synuclein toxicity; actives 0.14% (n = 370,000); Yeast expressing alpha-synuclein, growth rescue, BacTiter-Glo, 24 h; Potency, µM (titrated, usually from 46.1 µM), for inactives: at the highest dose growth rescue (activation), actives largely listed as activators; also: potency is read from the fitted curve at half-maximal effect; % of control where 0% means no effect; nearly all actives have a fitted effect of over 65% in size
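Galactose-induced alpha-syn yeast (OD600=0.02, raffinose-pregrown) + pinned cpd, 24 hr, 30 deg C; growth by BacTiter-Glo luminescence. Growth restoration scores as activation.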
DRD3 antagonist: blocks the human D3 dopamine receptor | actives 2.5% (n = 360,000) | max response, negative = inhibition, % | D3R cells, DiscoveRx beta-arrestin luminescence, antagonist mode; stronger effect = lower value | P35462; in the data active = max response below about -50%; inconclusive = no clear call, values can overlap the other calls; also: % is scaled to controls: 0 for no effect and ±100 for the full control effect; mostly tested at two doses, the higher about 12 µM
Target sequence (P35462 whole entry, looked up): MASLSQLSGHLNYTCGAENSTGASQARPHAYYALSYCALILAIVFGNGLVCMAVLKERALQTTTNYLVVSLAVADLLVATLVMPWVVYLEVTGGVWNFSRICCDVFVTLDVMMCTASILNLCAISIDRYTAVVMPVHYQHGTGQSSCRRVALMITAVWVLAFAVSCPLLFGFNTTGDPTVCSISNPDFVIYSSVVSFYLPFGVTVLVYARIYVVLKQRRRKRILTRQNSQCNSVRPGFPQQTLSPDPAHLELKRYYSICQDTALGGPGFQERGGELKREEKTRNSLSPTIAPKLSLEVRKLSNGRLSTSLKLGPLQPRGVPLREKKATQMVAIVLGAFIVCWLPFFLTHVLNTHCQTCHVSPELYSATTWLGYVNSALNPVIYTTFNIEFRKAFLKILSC
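Cells expressing the human receptor were seeded at 1500 cells/well, incubated overnight at 37 degrees C in 5% CO2, then exposed to library compounds with dopamine controls for 90 minutes at 37 degrees C before luminescent detection.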
FUS yeast rescue: suppressors of FUS proteinopathy in yeast; actives 0.24% (n = 390,000); Potency, µM (doses to about 76.6 µM), for inactives: top-dose growth rescue (activation), hits mostly activators; S. cerevisiae FUS-expressing, growth rescue, OD600, 24 h;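 also: potency is read from the fitted curve at half-maximal effect; plate controls were DMSO vehicle for no effect and reference control for full effect; nearly all actives have a fitted effect of over 55% in size; some results filed as inactive show a strong effect at the top dose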
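Toxicity suppression screen in FUS-yeast. Cells induced with 2% galactose, starting OD 0.005, treated 24hr at 30C with compounds at multiple final concentrations; growth by OD600.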
Abeta yeast res: compounds reversing amyloid beta toxicity in yeast. yeast expressing A-beta42, growth rescue, OD600, 48 h; response scale: 0% DMSO, 100% iron-clioquinol control. Potency, µM (series often up to 46.1 µM), inactives show at the highest dose growth rescue, hits mostly activators. actives 0.063% (n = 410,000). AID 1347071; also: potency is read from the fitted curve at half-maximal effect; nearly all actives have a fitted effect of over 55% in size
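Yeast growth medium received pinned compounds, then yeast cells expressing toxic A-beta were added; plates incubated at 30 C for 48 hr. Growth read as absorbance at 600 nm, normalized to DMSO and equimolar FeCl3 plus clioquinol controls.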
DRD3 agonist: D3 dopamine receptor (human) agonism. actives 0.58% (n = 410,000). D3R DiscoveRx beta-arrestin cells, luminescence, 90 min. max activation, %; in the data active = max activation above about 30%; also: 0% is about no effect; mostly tested at two doses, the higher about 12 µM
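Agonist mode: compounds and dopamine controls were applied to plated cells for 90 min at 37 degrees C after an overnight attachment at 1500 cells/well. Luminescent read-out followed 30 - 60 minutes at room temperature with DiscoveRx detection reagent.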
TDP-43 yeast inh: rescues yeast growth from TDP-43 toxicity; TDP-43 expressing yeast growth rescue, BacTiter-Glo, 24 h; Potency, µM (top dose mostly 46.1 µM), for the others: at the top dose growth rescue (activation), most hits filed as activators; actives 1.8% (n = 410,000); also: potency is read from the fitted curve at half-maximal effect; % of control where 0% means no effect; nearly all actives have a fitted effect of over 50% in size
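Galactose-induced TDP-43 yeast, OD600=0.02, compound pinned; 24 hr, 30 deg C; BacTiter-Glo luminescence for growth. Inhibitors of TDP-43 toxicity read as activators.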
EPAC2 ag: activates human EPAC2 exchange factor | actives 0.079% (n = 360,000) | Potency, µM (top dose mostly 154 µM), for inactives: at the highest dose activation, usual class: activators | EPAC2 activation, biochemical qHTS; response scale: 100% = 6.5 mM cAMP response | AID 720711 | Q8WZA2; also: potency is read from the fitted curve at half-maximal effect; nearly all actives have a fitted effect of over 50% in size
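Fluorescence exchange assay: 100 nM EPAC2 with 250 nM RAP1B-BODIPY-GDP and 50 uM GDP; compounds tested as a concentration-titration series (qHTS). Loss of Rap1-bound BODIPY-GDP fluorescence read at 480/540 nm; data normalized to 6.5 mM cAMP.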
EPAC2 antag: blocks human EPAC2 exchange factor; Q8WZA2; EPAC2 GEF exchange of Rap1B-BODIPY-GDP, fluorescence; Potency, µM (highest dose often 114 µM), for the others: at the highest dose activity, negative = inhibition, actives largely listed as inhibitors; actives 0.18% (n = 360,000); AID 720708; also: potency is read from the fitted curve at half-maximal effect; % is scaled to controls: 0 for no effect and ±100 for the full control effect; nearly all actives have a fitted effect of over 45% in size; many of its hits are not listed in these tables
An asterisk follows results filed as active; ? = inconclusive; nt = no result given; & = joins results of further samples; [ ] = another dose, or the depositor's remark. Unless noted, calls follow the shape of the dose curve; as a rule, active = well fitted curve in the direction sought with a large enough effect; inconclusive = small, poorly fitted or top-dose-only effect, or another doubt; inactive = no such curve, though single readings can be large; an effect the other way counts as inactive or inconclusive.

SMILES	aSyn rescue	DRD3 antagonist	FUS yeast rescue	Abeta yeast res	DRD3 agonist	TDP-43 yeast inh	EPAC2 ag	EPAC2 antag
CCC1CCCCN1C(=O)c1ccccc1OC1CCN(S(C)(=O)=O)CC1 (stereo not given)	1%	4	2%	-9%	6	9%	2%	-1%
c1cc2c3c(cccc3c1)C(N1CCCCC1)=N2	0%	5	-17%	0%	0	8%	5%	8%
COc1ccc2c(c1)c1c(c(=O)n(-c3ccc(C)cc3)c(=O)n1CC(=O)NCc1ccc(C)cc1)n2C	nt	nt	-4%	-7%	6	18%	nt	nt
CCCCn1c(N)c(N(CCOC)C(=O)c2cc3c(s2)CCCCC3)c(=O)[nH]c1=O	-2%	-6	19%	-8%	2	-3%	1%	-3%
Cc1ccc(SCc2ccc(C(=O)NCc3cccnc3)cc2)cc1	-1%	15	nt	-12%	19	6%	-3%	-2%
Cc1nn(CCCNC(=O)C2CCCO2)cc1Br (stereo not given)	0%	-10	-20%	-2%	-7	-14%	6%	-2%
CC(C)Oc1ccc(S(=O)(=O)N2CCOCC2)cc1NC(=O)CSc1nnc(C2CC2)n1C	0%	15	-17%	-1%	0	12%	3%	13%
O=C(CN(Cc1ccco1)C(=O)c1cccc(Cl)c1)Nc1c(Cl)cc(Cl)cc1Cl	-12%	22	30%	22%	-1	4%	-15%	7%
O=C(NCCc1cccs1)C1CC(c2c(Cl)cccc2Cl)=NO1 (stereo not given)	17%	0	1%	-1%	-5	?	13%	-9%
COc1ccc(NC(=O)C2CCN(S(=O)(=O)c3ccc(OC)c(OC)c3)CC2)c(OC)c1	2%	12	44%	9%	2	7%	9%	-22%
COc1cccc(C(=O)Nc2nnc(S(=O)(=O)N3CCCC3)s2)c1	2%	8	10%&3%	-8%&0%	0&-8	7%&12%	-6%	0%
CC1=CC(C)(C)N(C(=O)CN2C(=O)CCC2=O)c2ccccc21	-4%	1	-7%	8%	10	6%	5%	-3%
COc1ccc2c(c1)CCc1c(C(=O)Nc3ccc(OC)cc3OC)noc1-2	nt	nt	-10%	-19%	-5	17%	nt	nt
CC1=CC2=NC(=O)/C(=C\c3cccn3CCOc3cccc(C)c3)C(=N)N2O1	?	2	30%	28%	10	?	6%	-3%
COc1ccccc1C(=O)NNC(=O)c1ccc(NC(=O)CC(C)C)cc1	-3%	0	-35%	0%	-4	2%	-1%	-8%
CCCN(C(=O)Cn1ncc2c1-c1ccccc1OC2)c1cccc(C)c1	nt	nt	?	-13%	-7	?	nt	nt
CCN(CC)CCOc1ccccc1OC	-6%	-9	nt	11%	-31&-15	14%	4%	16%
CC(C)(C)n1nnnc1C(c1cc2ccccc2o1)N1CCCC1 (stereo not given)	1%	-22	-11%	-6%	-3	6%	-4%	-18%
O=C(NC1CCC(O)CC1)c1ccccc1OCc1ccc(F)cc1 (stereo not given)	6%	14	-9%	4%	12	5%	0%	-1%
CCOC(=O)C1CCCN(Cc2ccc3c(c2)OCO3)C1 (stereo not given)	-3%	-100*	0%	-16%	-32	-13%	13%	-9%

Full records from above.
Results for `CC1=CC2=NC(=O)/C(=C\c3cccn3CCOc3cccc(C)c3)C(=N)N2O1` = aSyn rescue: ?; DRD3 antagonist: 2; FUS yeast rescue: 30%; Abeta yeast res: 28%; DRD3 agonist: 10; TDP-43 yeast inh: ?; EPAC2 ag: 6%; EPAC2 antag: -3%
Results for `COc1ccc2c(c1)CCc1c(C(=O)Nc3ccc(OC)cc3OC)noc1-2` = aSyn rescue: nt; DRD3 antagonist: nt; FUS yeast rescue: -10%; Abeta yeast res: -19%; DRD3 agonist: -5; TDP-43 yeast inh: 17%; EPAC2 ag: nt; EPAC2 antag: nt

(more compounds)
SMILES	aSyn rescue	DRD3 antagonist	FUS yeast rescue	Abeta yeast res	DRD3 agonist	TDP-43 yeast inh	EPAC2 ag	EPAC2 antag
O=C(c1cc(-c2cccs2)on1)N1CCN(c2ccccc2)CC1	8%	14	22%	3%	-3	11µM*	?	2%
Cc1cc2oc(C(=O)Nc3ccc(S(=O)(=O)Nc4onc(C)c4C)cc3)cc(=O)c2cc1Cl	-7%	1	-26%	0%	-17	10%	-4%	-20%
Cn1c(CCNC(=O)c2cccs2)n[nH]c1=S	1%	-15	nt	-2%	-1	18%	4%	17%
CCNC(=O)C1(C)CCN(Cc2ccccc2-c2ccccc2)C1 (stereo not given)	-3%	-4	-16%	-14%	-4	13%	1%	-17%
Cc1cc(NC(=O)COC(=O)CNS(=O)(=O)c2c(F)cc(F)cc2Br)no1	6%	0	-4%	10%	6	-7%	-1%	9%
CCOC(=O)N1CCC(NC(=O)c2cc(COc3ccccc3SC)on2)CC1	-2%	5	22%	16%	-5	7%	-7%	-12%
Cn1ncc(Oc2ccc([N+](=O)[O-])cc2)c(Cl)c1=O	-4%	2	-18%	-15%	8	7%	12%	1%
COc1ccc(N(CC(=O)NCCc2ccccc2)C(=O)CCC(=O)Nc2nccs2)cc1	0%	-14	50%	2%	-12	-11%	4%	-3%
COc1ccc(C=NNC(=S)Nc2ccc(F)cc2)cc1OC	-5%	-16	2%	10%	-9	4%	6%	-2%
C=CCOc1cccc(C2/C(=C(\O)c3ccc4c(c3)OCCO4)C(=O)C(=O)N2Cc2cccnc2)c1 (stereo not given)	0%	2	-2%	2%	6	4%	-3%	-13%
c1coc(Cn2c(SCc3nc4ccccc4[nH]3)nnc2-c2cnccn2)c1	-6%	-25	?	1%	-2	-3%	10%	0%
Cn1c(CO)cnc1SCc1ccc(Cl)cc1	4%	23	-15%	17%	5	14%	-83%[inhibitor][15.6 µM]	3%
CCOC(=O)C1=C(CSc2nc(CC)c(C)cc2C#N)OC(N)=C(C#N)C1c1ccccc1 (stereo not given)	-3%	12	34%	2%	-7	-3%	0%	-15%
CC(=O)C(C)Oc1cc(C)cc2oc(=O)c(C)c(C)c12 (stereo not given)	-15%	27	-11%	-3%	1	22%	-1%	12%
COc1ccc(C2(C)NC(=O)N(CC(=O)N3CCc4ccccc43)C2=O)cc1OC (stereo not given)	3%	-15	14%	2%	-3	-1%	8%	-3%
COCCn1c(C)cc(C(=O)COC(=O)C23CC4CC(CC(O)(C4)C2)C3)c1C	-11%	-26	31%	-4%	-23	-27%	-3%	5%
COc1ccc(CCc2nnc(CCC(=O)NCC3CCCO3)o2)cc1 (stereo not given)	6%	3	-13%	2%	12	-7%	-9%	1%
COC(=O)c1c(NC(=O)CSc2nnc3ccccn23)sc2c1CCC2	4%	18	16%	5%	-12	0%	5%	9%
CCc1cc2c(=O)n(Cc3ccco3)c(SCc3c(C)noc3C)nc2s1	-7%	?	?	-20%	0	16%	8%	-21%
CCc1ccc(-c2cc(C)no2)cc1S(=O)(=O)N1CCN(c2ccc(C(C)=O)cc2)CC1	0%	-1	?	-8%	7	9%	6%	-3%
CCCN(C(=O)c1cc(C)ccc1C)c1c(N)n(Cc2ccccc2)c(=O)[nH]c1=O	-1%	-14	nt	-10%	0	8%	0%	5%
Cc1cc(N2CCCN(C)CC2)nc2cc(Cl)ccc12	1%	?	?	-12%	-48	-19%	8%	-7%
COc1ccc(C(=O)CNc2ccc3ccccc3c2)cc1	4%	8	21%	-8%	2	6%	1%	5%
O=C(NCCC1CCCCN1S(=O)(=O)c1ccc(F)cc1)C(=O)Nc1ccccc1 (stereo not given)	8%	22	23%	15%	-4	29%	3%	3%
Cc1ccc(C(=O)NNC2=Nc3cccc4cccc2c34)cc1	2%	-74*	14%	9%	-25	?	1%	13%
CN1OC[C@@H]2CN(C(=S)NCCc3ccccc3)[C@H](c3ccc(N4CCCCC4)cc3)C[C@@H]21	7%	11	-17%	6%	7	0%	3%	-21%
C=CCn1c(SCC(=O)NCC2CCCO2)nnc1-c1ccccc1 (stereo not given)	5%	11	-29%	7%	-1	4%	2%	-10%
Cc1ccc(-n2nc(C)c3nc(CCC(=O)Nc4ccc(F)cc4)c(=O)n(C)c32)cc1	nt	nt	-9%	-15%	-5	-8%	nt	nt
CCCCC(Br)C(=O)Nc1ccc(S(=O)(=O)Nc2cc(C)nc(C)n2)cc1 (stereo not given)	0%	0	14%	-3%	0	15%	7%	-7%
Cc1nc2ccccn2c1C(=O)NN	6%	-5	nt	20%	-8	-8%	3%	-3%
COC(=O)C1=C(C)N(CCCC(=O)O)C(=O)NC1c1cccc2ccccc12 (stereo not given)	4%	10	-5%	-10%	6	5%	-2%	1%

Exported with values under each structure: part of the list above.
The line under a structure holds: aSyn rescue	DRD3 antagonist	FUS yeast rescue	Abeta yeast res	DRD3 agonist	TDP-43 yeast inh	EPAC2 ag	EPAC2 antag
> CCCCC(Br)C(=O)Nc1ccc(S(=O)(=O)Nc2cc(C)nc(C)n2)cc1 (stereo not given)
 : 0%	0	14%	-3%	0	15%	7%	-7%
> O=C(NCCC1CCCCN1S(=O)(=O)c1ccc(F)cc1)C(=O)Nc1ccccc1 (stereo not given)
 : 8%	22	23%	15%	-4	29%	3%	3%
> CN1OC[C@@H]2CN(C(=S)NCCc3ccccc3)[C@H](c3ccc(N4CCCCC4)cc3)C[C@@H]21
 : 7%	11	-17%	6%	7	0%	3%	-21%
> COc1ccc(C(=O)CNc2ccc3ccccc3c2)cc1
 : 4%	8	21%	-8%	2	6%	1%	5%
> Cc1ccc(-n2nc(C)c3nc(CCC(=O)Nc4ccc(F)cc4)c(=O)n(C)c32)cc1
 : nt	nt	-9%	-15%	-5	-8%	nt	nt

Source: PubChem BioAssay

Some of the compounds tested; rates above refer to the full screens.
